TRb-SRC2 inh: qHTS for Inhibitors of the Interaction of Thyroid Hormone Receptor and Steroid Receptor Coregulator 2. TRbeta-SRC2 peptide binding, fluorescence polarization; receptor liganded with 1 µM T3. 0.065% of 280,000 active. AID 1469, 2008. Thyroid hormone receptor beta (Homo sapiens), P10828. Potency, µM (highest dose often 106 µM), without a hit: top-dose activity change, negative = inhibition, most hits filed as inhibitors;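 note: plate controls were bound peptide for no effect and peptide without receptor for full effect; nearly all actives have a fitted effect of over 50% in size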
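Read-out is fluorescence polarization (555 nm excitation, 632 nm emission) of a Texas Red SRC2 coactivator peptide; loss of signal reflects blocked binding to human TRb ligand-binding domain in the presence of 1 uM T3.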
TexasRed fluor: Total Fluorescence Counterscreen for Inhibitors of the Interaction of Thyroid Hormone Receptor and Steroid Receptor Coregulator 2; Potency, µM (top dose mostly 106 µM), inactives show top-dose fluorescence change, negative = quenching; 0.29% of 280,000 active; TRb/SRC2 Texas Red total fluorescence interference; active = well fitted curve in either direction with a large enough effect; inconclusive = small, poorly fitted or top-dose-only effect
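Human TRb ligand-binding domain at 0.6 uM with 20 nM Texas Red SRC2 peptide in Tris buffer containing 1 uM T3 and 5% DMSO, incubated with compound 5 h at ambient temperature. Total fluorescence (555/632 nm) calculated as parallel + 2 × perpendicular.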
GAA inh: qHTS Assay for Inhibitors of Human alpha-Glucosidase as a Potential Chaperone Treatment of Pompe Disease | purified human GAA, 4-MU-alpha-glucoside fluorescence | Potency, µM (doses to about 76.9 µM), for the others: at the top dose activity change, negative = inhibition, usual class: inhibitors | 0.005% of 200,000 active | AID 1466, 2008;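 note: plate controls were uninhibited enzyme wells for no effect and no-enzyme background for full effect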
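Enzyme (4 nM final) mixed with compound (up to 77 uM), then 4-MU-alpha-D-pyranoside (400 uM final) added; 20 min at room temperature, pH 5.0. Reaction stopped at pH 10, fluorescence read, AC50 derived by Hill fit.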
aGlu spleen mod: qHTS Assay for Inhibitors and Activators of Human alpha-Glucosidase From Spleen Homogenate; human spleen homogenate, 4-MU-alpha-glucoside fluorescence; AID 2112, 2009; 0.006% of 240,000 active; Lysosomal alpha-glucosidase (Homo sapiens), P10253; Potency, µM (titrated, usually from 79.9 µM), inactives show top-dose activity change, negative = inhibition, most hits filed as inhibitors;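 note: 0% = enzyme with vehicle and -100% = no enzyme basal signal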
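Enzyme source: human spleen homogenate, 1 ug/well. Buffer 50 mM citric acid/K phosphate pH 5.0, 0.01% Tween-20. 4-MU-alpha-glucoside 1 mM; 37 C x 40 min; NaOH/glycine stop; fluorescence.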
GAA glycogen: qHTS Assay for Inhibitors and Activators of Human alpha-Glucosidase Cleavage of Glycogen; Lysosomal alpha-glucosidase (Homo sapiens), P10253; recombinant GAA, glycogen substrate, Amplex Red glucose oxidase fluorescence; Potency, µM (series often up to 76.4 µM), for inactives: at the top dose activity change, negative = inhibition, hits mostly inhibitors; 0.38% of 300,000 active;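 note: 0% = full enzyme reaction and -100% = no-enzyme basal signal; the screen sought inhibitors and activators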
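qHTS, 1536-well; enzyme 4 nM final; cpd up to 77 uM; substrate bovine liver glycogen 30 ug; 50 mM citrate/phosphate pH 5.0, 0.01% Tween-20; 37 C, 40 min; Amplex Red detection 45 min RT; Hill fit → AC50.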
RECQ1 inh: qHTS Assay for Inhibitors of RecQ-Like Dna Helicase 1 (RECQ1). RECQ1 DNA unwinding, red fluorescence kinetic read. Potency, µM (top dose mostly 57.3 µM), for inactives: at the top dose activity, negative = inhibition, actives largely listed as inhibitors. ATP-dependent DNA helicase Q1 (Homo sapiens), P46063. AID 2549, 2010. 0.54% of 240,000 active;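 note: plate controls were vehicle for no effect and no enzyme for full effect; nearly all actives have a fitted effect of over 30% in size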
Target sequence (P46063 whole entry, looked up): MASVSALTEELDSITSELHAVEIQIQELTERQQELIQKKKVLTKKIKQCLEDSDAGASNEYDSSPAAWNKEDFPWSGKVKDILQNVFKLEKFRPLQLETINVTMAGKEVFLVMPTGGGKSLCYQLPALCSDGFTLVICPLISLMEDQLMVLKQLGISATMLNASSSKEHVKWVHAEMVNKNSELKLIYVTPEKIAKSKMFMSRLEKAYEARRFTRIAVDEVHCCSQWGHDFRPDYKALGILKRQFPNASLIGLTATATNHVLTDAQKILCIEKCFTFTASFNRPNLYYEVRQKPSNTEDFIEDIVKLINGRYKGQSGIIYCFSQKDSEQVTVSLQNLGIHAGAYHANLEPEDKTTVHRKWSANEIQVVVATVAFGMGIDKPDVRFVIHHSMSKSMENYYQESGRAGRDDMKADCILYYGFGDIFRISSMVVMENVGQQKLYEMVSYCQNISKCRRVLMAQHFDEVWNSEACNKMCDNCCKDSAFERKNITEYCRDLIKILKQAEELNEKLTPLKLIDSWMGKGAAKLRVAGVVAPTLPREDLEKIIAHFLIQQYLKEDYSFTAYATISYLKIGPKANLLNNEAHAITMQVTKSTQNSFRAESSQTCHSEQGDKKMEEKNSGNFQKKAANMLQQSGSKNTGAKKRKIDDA
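50 nM RECQ1T1 preincubated 15 min with compound in Tris pH 8.0 buffer with MgCl2, DTT, Tween-20 and 2.5 ug/ml poly(dI-dC); started with 200 nM TAMRA/BHQ-2 forked duplex and 2 mM ATP. Unwinding read as fluorescence (525/598 nm), two reads 2 h apart.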
L3MBTL1 block: qHTS Assay for the Inhibitors of L3MBTL1. Lethal(3)malignant brain tumor-like protein 1 (Homo sapiens), Q9Y468. AlphaScreen L3MBTL1–H3K9me1 peptide binding. Potency, µM (titrated, usually from 57.1 µM), for the others: top-dose activity, negative = inhibition, most hits filed as inhibitors. 0.66% of 230,000 active; note: nearly all actives have a fitted effect of over 60% in size
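First, the protein-peptide complex forms for 30 min at room temperature (L3MBTL1 50 nM, biotinylated H3K9me1 peptide 75 nM). Next, compounds are pin-transferred and incubated 30 min. Finally, AlphaScreen beads are added and read after 30 min.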
RGS12 GoLoco inh: qHTS Assay for Inhibitors of RGS12 GoLoco Motif Activity (Red Fluorophore); Guanine nucleotide-binding protein G(i) subunit alpha-1 (Homo sapiens), P63096; Gai1:RGS12 GoLoco peptide FP, rhodamine, 10 min; Potency, µM (series often up to 61.6 µM), for the others: top-dose activity, negative = inhibition, hits mostly inhibitors; 0.44% of 230,000 active; active = well fitted inhibition curve with a large enough effect, not every such curve was filed as active; inactive = no such curve, though single readings can be large or run the other way; note: nearly all actives have a fitted effect of over 30% in size; many of its hits are not listed in these tables
Target sequence (P63096 whole entry, looked up): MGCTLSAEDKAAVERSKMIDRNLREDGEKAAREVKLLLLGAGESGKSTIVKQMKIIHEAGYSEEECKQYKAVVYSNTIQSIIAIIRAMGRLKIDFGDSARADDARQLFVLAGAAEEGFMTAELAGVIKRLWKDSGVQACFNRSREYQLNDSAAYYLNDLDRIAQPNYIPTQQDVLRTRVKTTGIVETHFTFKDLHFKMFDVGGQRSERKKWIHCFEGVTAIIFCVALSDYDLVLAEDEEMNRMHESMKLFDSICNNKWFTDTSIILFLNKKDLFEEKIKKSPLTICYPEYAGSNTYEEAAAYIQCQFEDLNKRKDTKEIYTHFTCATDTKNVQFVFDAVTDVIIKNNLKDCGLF
* = called active by the depositor; [ ] = dose if it differs, or a comment. Unless noted, calls come from the whole dose curve; as a rule, active = well fitted curve in the direction sought with a large enough effect; inconclusive = small, poorly fitted or top-dose-only effect, or another doubt; inactive = no such curve, though single readings can be large; an effect the other way counts as inactive or inconclusive. Unless noted, % is set by controls: 0 for no effect and ±100 for the full control effect; potency is the fitted concentration of half-maximal effect. The list is partial. The share of hits here may be higher or lower than overall.

Results for COC(=O)C(C(C)=O)C(=O)C(Cc1ccccc1)NC(=O)OCc1ccccc1 (stereo unspecified) ?
TRb-SRC2 inh: 5%[11.2 µM]; TexasRed fluor: 1%[11.2 µM]; aGlu spleen mod: 0%[17.4 µM]; RECQ1 inh: inactive[11.5 µM]

How did O=C1/C(=C\c2ccccn2)SC(=S)N1Nc1ncc(C(F)(F)F)cc1Cl do in these assays?
TRb-SRC2 inh: -4%; TexasRed fluor: -9%; GAA inh: -3%; aGlu spleen mod: -7%; GAA glycogen: -17%; RECQ1 inh: -9%; L3MBTL1 block: -11%; RGS12 GoLoco inh: -18%

How did CN1CCN(CC(O)c2ccccc2)CC1 (stereo unspecified) do in these assays?
TRb-SRC2 inh: -6%; TexasRed fluor: -4%; GAA inh: -6%; aGlu spleen mod: -1%; GAA glycogen: inconclusive; RECQ1 inh: 0%; L3MBTL1 block: -28%; RGS12 GoLoco inh: -8%

What do the screens show for `CN(C)/C=C/c1onc(-c2ccccc2Cl)c1C#N`?
TRb-SRC2 inh: 0%; TexasRed fluor: 0%; GAA inh: -2%; aGlu spleen mod: 3%; GAA glycogen: -11%; RECQ1 inh: -22%; L3MBTL1 block: -11%; RGS12 GoLoco inh: 22%

What do the screens show for `CC1CCCC(NC(=O)CCn2c(=O)oc3ccccc32)C1C` (stereo unspecified)?
TRb-SRC2 inh: -1%; TexasRed fluor: -5%; GAA inh: 0%; aGlu spleen mod: -7%; GAA glycogen: -5%; RECQ1 inh: inconclusive; L3MBTL1 block: -3%; RGS12 GoLoco inh: -3%

How did CC(C)C1OC(c2cccc(NC(=O)c3cccs3)c2)OCC1(C)C (stereo unspecified) do in these assays?
TRb-SRC2 inh: 5%; TexasRed fluor: 2%; GAA inh: 1%; GAA glycogen: -11%; RECQ1 inh: -5%; L3MBTL1 block: 7%; RGS12 GoLoco inh: 1%

How did COc1cccc(C2C(C#N)=C(N)Oc3cc(C)oc(=O)c32)c1OC (stereo unspecified) do in these assays?
TRb-SRC2 inh: 2%; TexasRed fluor: -3%; GAA inh: -1%; aGlu spleen mod: -8%; GAA glycogen: 5%; RECQ1 inh: -6%; L3MBTL1 block: -3%; RGS12 GoLoco inh: -12%

What do the screens show for `COc1ccccc1C(=O)Nc1cccc(S(=O)(=O)N2CCCC2)c1`?
TRb-SRC2 inh: 7%; TexasRed fluor: 0%; aGlu spleen mod: 0%; GAA glycogen: -1%; RECQ1 inh: -1%; L3MBTL1 block: -9%; RGS12 GoLoco inh: 4%

How did O=Cc1c(C(=O)O)n(CC(=O)O)c2ccccc12 do in these assays?
TRb-SRC2 inh: 0%; TexasRed fluor: inconclusive; GAA inh: 4%; aGlu spleen mod: -2%; GAA glycogen: 11%; RECQ1 inh: -2%; L3MBTL1 block: inconclusive; RGS12 GoLoco inh: -9%

Results for CCCCCOC(=O)Nc1nnc(CCC)s1 ?
TRb-SRC2 inh: 6%; TexasRed fluor: 1%; GAA inh: -4%; aGlu spleen mod: -4%; GAA glycogen: 0%; RECQ1 inh: -11%; L3MBTL1 block: -8%; RGS12 GoLoco inh: -8%

What do the screens show for `COc1ccc(/C=C/c2c([N+](=O)[O-])c(=O)n(C)c(=O)n2C)cc1O`?
TRb-SRC2 inh: -9%; TexasRed fluor: -2%; GAA inh: 3%; aGlu spleen mod: 3%; GAA glycogen: -5%; RECQ1 inh: -6%; RGS12 GoLoco inh: 4%

What do the screens show for `Cc1ccccc1C(=O)Nc1nc(SCc2ccc(Cl)cc2)n[nH]1`?
TRb-SRC2 inh: 1%; TexasRed fluor: 0%; aGlu spleen mod: 4%; GAA glycogen: 0%; RECQ1 inh: inactive; L3MBTL1 block: 10%; RGS12 GoLoco inh: 4%

How did O=C(CSc1nccn1-c1ccccc1)Nc1ccc2c(c1)OCO2 do in these assays?
TRb-SRC2 inh: 2%; TexasRed fluor: 0%; GAA inh: 3%; aGlu spleen mod: -4%; GAA glycogen: 0%; RECQ1 inh: -11%; L3MBTL1 block: -27%; RGS12 GoLoco inh: -2%

What do the screens show for `CCN(C(=O)CSc1cc(-c2ccccc2)c2ccc(OC)cc2n1)C1CCS(=O)(=O)C1` (stereo unspecified)?
TRb-SRC2 inh: 2%; TexasRed fluor: -6%; GAA inh: -3%; aGlu spleen mod: 2%; GAA glycogen: -13%; RECQ1 inh: -23%; L3MBTL1 block: -9%

Results for Cc1cccc2nc(-c3cccnc3)c(NCCC(C)C)n12 ?
TRb-SRC2 inh: 5%; TexasRed fluor: -2%; GAA inh: inconclusive; aGlu spleen mod: -1%; GAA glycogen: inconclusive; RECQ1 inh: -12%; L3MBTL1 block: -21%; RGS12 GoLoco inh: 8%

What do the screens show for `Cc1ccc2c(C(=O)CNc3nncs3)c(C)[nH]c2c1`?
TRb-SRC2 inh: -5%; TexasRed fluor: 0%; GAA inh: 2%; aGlu spleen mod: 2%; GAA glycogen: 28µM*; RECQ1 inh: 0%; L3MBTL1 block: -6%; RGS12 GoLoco inh: -10%

What do the screens show for `CC1=NN(c2ccccc2)C(=O)C1(C)C`?
TRb-SRC2 inh: -2%; TexasRed fluor: -5%; GAA inh: 2%; aGlu spleen mod: -9%; GAA glycogen: 4%; RECQ1 inh: inactive; L3MBTL1 block: 2%; RGS12 GoLoco inh: 5%

Results for CCOC(=O)C(C)Sc1nnc(Cn2c(=O)sc3ccccc32)n1-c1ccccc1 (stereo unspecified) ?
TRb-SRC2 inh: 2%; TexasRed fluor: -1%; GAA inh: -5%[15.4 µM]; aGlu spleen mod: -2%; GAA glycogen: -4%; RECQ1 inh: -14%; L3MBTL1 block: -1%; RGS12 GoLoco inh: 5%

How did CCOc1ccc(NC(C)=O)cc1[N+](=O)[O-] do in these assays?
TRb-SRC2 inh: -6%; TexasRed fluor: 0%; GAA inh: -2%; aGlu spleen mod: 5%; GAA glycogen: -5%; RECQ1 inh: -3%; L3MBTL1 block: 0%; RGS12 GoLoco inh: 8%

Results for COc1cccc2c1N1C(=O)c3c(C(=O)O)cccc3C1CC2(C)C (stereo unspecified) ?
TRb-SRC2 inh: 5%; TexasRed fluor: -1%; GAA inh: -8%; aGlu spleen mod: -12%; GAA glycogen: 7%; RECQ1 inh: -5%; L3MBTL1 block: -1%; RGS12 GoLoco inh: 3%

Results for CC(C)NS(=O)(=O)c1ccc(N2C(=O)c3ccccc3C2=O)cc1 ?
TRb-SRC2 inh: -3%; TexasRed fluor: 2%; GAA inh: -7%; aGlu spleen mod: 1%; GAA glycogen: -1%; RECQ1 inh: inactive; RGS12 GoLoco inh: -10%

What do the screens show for `O=C(Nc1cccnc1Oc1ncnc2cc(Cl)ccc12)c1ccc(F)cc1`?
TRb-SRC2 inh: 3%; TexasRed fluor: -6%; aGlu spleen mod: 5%; GAA glycogen: 6%; RECQ1 inh: inactive; L3MBTL1 block: 6%; RGS12 GoLoco inh: 5%

What do the screens show for `COc1ccc(Cc2cc(-c3ccc(F)cc3)n[nH]c2=O)cc1`?
TRb-SRC2 inh: 0%; TexasRed fluor: 1%; aGlu spleen mod: -3%; GAA glycogen: -2%; RECQ1 inh: 10%; RGS12 GoLoco inh: 2%

Results for O=c1nc2n(c3ccc(Br)cc13)CCS2 ?
TRb-SRC2 inh: -4%; TexasRed fluor: -3%; GAA inh: 4%; aGlu spleen mod: -7%; GAA glycogen: 3%; RECQ1 inh: -1%; L3MBTL1 block: -2%; RGS12 GoLoco inh: 7%

Results for CCCCC(=O)OCC(=O)c1cc(C)n(-c2c(C)n(C)n(-c3ccccc3)c2=O)c1C ?
TRb-SRC2 inh: 7%; TexasRed fluor: -2%; GAA inh: 1%; aGlu spleen mod: -8%; GAA glycogen: 5%; RECQ1 inh: inactive; L3MBTL1 block: -15%; RGS12 GoLoco inh: 9%

How did CCC(=NC(C)c1ccccc1)c1c(O)n(C)c(=O)n(C)c1=O (stereo unspecified) do in these assays?
TRb-SRC2 inh: -13%; TexasRed fluor: 2%; GAA inh: -1%; aGlu spleen mod: 4%; GAA glycogen: -14%; RECQ1 inh: -15%; L3MBTL1 block: 3%; RGS12 GoLoco inh: 7%

How did CNc1nc(N)c(C(=O)C23CC4CC(CC(C4)C2)C3)s1 do in these assays?
TRb-SRC2 inh: -9%; TexasRed fluor: -1%; GAA inh: inconclusive; aGlu spleen mod: -13%; GAA glycogen: 19%; RECQ1 inh: inactive; L3MBTL1 block: -24%; RGS12 GoLoco inh: 19%

How did FC(F)(F)c1ccccc1-c1cc(N2CCNCC2)ncn1 do in these assays?
TRb-SRC2 inh: 0%; TexasRed fluor: -3%; aGlu spleen mod: 5%; RECQ1 inh: -11%; RGS12 GoLoco inh: 0%

Reprinted at random: 2 records from the list
Results for CCOC(=O)C(C)Sc1nnc(Cn2c(=O)sc3ccccc32)n1-c1ccccc1 (stereo unspecified) ?
TRb-SRC2 inh: 2%; TexasRed fluor: -1%; GAA inh: -5%[15.4 µM]; aGlu spleen mod: -2%; GAA glycogen: -4%; RECQ1 inh: -14%; L3MBTL1 block: -1%; RGS12 GoLoco inh: 5%

How did CCOc1ccc(NC(C)=O)cc1[N+](=O)[O-] do in these assays?
TRb-SRC2 inh: -6%; TexasRed fluor: 0%; GAA inh: -2%; aGlu spleen mod: 5%; GAA glycogen: -5%; RECQ1 inh: -3%; L3MBTL1 block: 0%; RGS12 GoLoco inh: 8%

Source: PubChem
